IMPase cell inh = membrane-permeable compound that blocks inositol monophosphatase. P97697. CHO-M1 cells, IP1 accumulation, HTRF TR-FRET ratio. inhibition (IP1 accumulation), % at 46.1 µM. 120,000 tested, under 10 active. AID 901; active = well fitted curve in the direction sought with a large enough effect in the signal ratio, not every such curve was filed as active; inconclusive = small, poorly fitted or top-dose-only effect, or a change in a side signal; inactive = no such curve, though single readings can be large or run the other way; the % refers to the signal ratio;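 note: cells stimulated with carbachol in lithium chloride buffer; plate controls were DMSO basal wells for no effect and reference inhibitor wells for full effect; higher means more IMPase inhibition seen as more IP1 and lower FRET ratio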
Target sequence (P97697 whole entry, looked up): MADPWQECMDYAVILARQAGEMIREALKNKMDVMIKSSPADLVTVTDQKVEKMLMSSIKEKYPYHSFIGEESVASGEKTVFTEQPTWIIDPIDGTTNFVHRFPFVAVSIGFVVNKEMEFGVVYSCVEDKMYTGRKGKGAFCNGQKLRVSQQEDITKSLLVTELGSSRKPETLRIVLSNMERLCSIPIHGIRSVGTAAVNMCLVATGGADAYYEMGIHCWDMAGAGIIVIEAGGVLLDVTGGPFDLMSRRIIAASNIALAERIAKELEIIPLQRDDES
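Measured: the HTRF emission ratio (665/620 nm) plus the 620 nm donor channel, each fitted to the Hill equation to give AC50. Cells were CHO-M1 given compounds up to 46 uM and a 30 min carbachol stimulation at 37C.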
PNC inhibitor = inhibitors of perinucleolar compartment assembly; 140,000 tested, 3.1% active; AID 2417; activity change (PNC), negative = inhibition, % at 10 µM; PC3M PTB-GFP, PNC prevalence imaging, 16 h; active compounds read low;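 active = readout at or below -70, meaning at least 70% loss of cells showing the perinucleolar compartment, a nuclear body marking cancer cells; inconclusive = readout between -30 and a set limit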;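 note: plate controls were DMSO wells for no effect and camptothecin positive control wells for full effect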
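Read-out is percentage of cells bearing a perinucleolar compartment, from automated 20x imaging of fixed, Hoechst-stained PC3M PTB-GFP cells. Cells were seeded 4 h, then exposed 16 h to compound (23 nl of library stock) in duplicate plates.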
ALOX15B inhib = inhibitors of human 15-lipoxygenase 2 (ALOX15B) | O15296 | Potency, µM (doses to about 57.1 µM), for the others: at the top dose activity change, negative = inhibition, hits mostly inhibitors | 110,000 tested, 0.56% active | purified 15hLO-2, xylenol orange hydroperoxide absorbance | AID 881; note: potency is the fitted concentration of half-maximal effect; nearly all actives have a fitted effect of over 60% in size; many of its hits are not listed in these tables
Target sequence (O15296 whole entry, looked up): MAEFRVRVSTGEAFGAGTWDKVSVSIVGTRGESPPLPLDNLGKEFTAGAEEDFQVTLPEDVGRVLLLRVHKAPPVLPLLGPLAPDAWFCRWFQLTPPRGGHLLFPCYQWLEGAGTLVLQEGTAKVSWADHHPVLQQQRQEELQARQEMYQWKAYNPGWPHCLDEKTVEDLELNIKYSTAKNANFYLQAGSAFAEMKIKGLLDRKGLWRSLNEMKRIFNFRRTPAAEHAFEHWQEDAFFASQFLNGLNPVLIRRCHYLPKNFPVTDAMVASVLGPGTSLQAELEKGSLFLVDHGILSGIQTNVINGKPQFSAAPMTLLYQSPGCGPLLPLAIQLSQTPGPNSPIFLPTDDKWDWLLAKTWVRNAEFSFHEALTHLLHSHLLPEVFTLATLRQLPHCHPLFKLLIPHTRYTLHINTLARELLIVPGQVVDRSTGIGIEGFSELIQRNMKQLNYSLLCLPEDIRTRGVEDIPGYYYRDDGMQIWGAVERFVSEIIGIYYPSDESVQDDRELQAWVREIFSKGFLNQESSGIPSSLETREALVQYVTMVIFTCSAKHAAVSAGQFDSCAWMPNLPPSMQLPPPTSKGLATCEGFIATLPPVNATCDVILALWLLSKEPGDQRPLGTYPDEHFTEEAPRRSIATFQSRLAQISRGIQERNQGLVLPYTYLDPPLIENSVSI
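Enzyme 50 nM, AA 45 uM, 25 mM Hepes pH 7.5 + 0.01% Triton X-100; cpd preinc 15 min RT, rxn 90 min RT; stop/detect with 200 uM XO + 300 uM Fe(II) in 50 mM H2SO4, 30 min; A573/A405.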
ALOX12 inhib = 12-hLO (ALOX12) enzyme inhibition; purified 12-hLO, xylenol orange hydroperoxide absorbance; Potency, µM (doses to about 57.1 µM), without a hit: top-dose activity change, negative = inhibition, most hits filed as inhibitors; AID 1452; 150,000 tested, 0.12% active; note: potency is the fitted concentration of half-maximal effect; nearly all actives have a fitted effect of over 55% in size; many of its hits are not listed in these tables
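Hydroperoxide formation by human 12-lipoxygenase from 40 uM arachidonic acid was followed colorimetrically via ferric-xylenol orange complex, using the 573/405 nm absorbance ratio. Enzyme concentration was 150 nM, with 30 min reaction at room temperature.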
Starred values were filed as active, the others as inactive; ? = inconclusive; . = no result given; & = joins results of further samples; [ ] = another dose, or the depositor's remark. Unless noted, calls come from the whole dose curve; as a rule, active = well fitted curve in the direction sought with a large enough effect; inconclusive = small, poorly fitted or top-dose-only effect, or another doubt; inactive = no such curve, though single readings can be large; an effect the other way counts as inactive or inconclusive. Unless noted, % is set by controls: 0 for no effect and ±100 for the full control effect. An excerpt; count on the stated rates, not on these rows.

SMILES	IMPase cell inh	PNC inhibitor	ALOX15B inhib	ALOX12 inhib
CCOP(=O)(OCC)/C(=N/OC(=O)c1ccccc1C)C(N)=O	.	?	.	-2%
O=c1[nH]ncc2ccccc12	.	.	-17%	-1%
O=C(O)Cn1cccc1C(=O)c1ccccc1	6	?	?	?
Cc1c(N=Cc2ccccn2)c(=O)n(-c2ccccc2)n1C	1	-22	-6%	-6%
N#C/C(=C\c1ccc(N2CCCC2)c([N+](=O)[O-])c1)c1nc2ccccc2[nH]1	1	16	-18%	-8%
CCN(CC(=O)N1CCCCCC1)S(=O)(=O)c1ccc(Cl)cc1	0	-1	7%	-3%
Cc1cc(C)cc(N(CC(=O)Nc2ccccc2C(=O)N2CCOCC2)S(C)(=O)=O)c1	.	-8	.	1%
CCCn1c(=O)c2c(c3ccccc31)OC(C)C(=O)N2 (stereo unspecified)	-6	-88*	2%	-6%
N#CC1=C2SCN(Cc3ccccc3)CN2C(=O)CC1c1ccccc1F (stereo unspecified)	-4	-9	-28%	-14%
C=CCOc1ccc(/C(O)=C2\C(=O)C(=O)N(CCN(C)C)C2c2cccs2)cc1 (stereo unspecified)	-9	-21	6%	-14%
N#CC1=C(N)C(C#N)(C#N)[C@H](c2ccoc2)[C@H]2CN(Cc3ccccc3)CC=C12	4	-27	18%	-24%
CCOC(=O)c1c(C)c(-c2ccccc2)n(CC(=O)N2CCCC2)c1C	-6	18	-6%	7%
O=C(Cn1cnc2ccccc2c1=O)c1ccc2c(c1)OCCO2	-4	6	-14%	-11%
Cc1cc(NS(=O)(=O)c2ccc(NC(NC(=O)C(C(F)(F)F)C(F)(F)F)(C(F)(F)F)C(F)(F)F)cc2)no1	3	-15	.	2%
CCNC(=O)Cc1ccc(NS(=O)(=O)c2ccc(F)cc2)cc1	2	39	-3%	-5%
Cc1csc(-c2cnn(-c3ccccc3)c2NC(=O)c2cccc(C(F)(F)F)c2)n1	-2	24	8%	-7%
C=CCCCCCCCCc1nc(=S)[nH][nH]1	1	28	-8%	-17%
Nc1ccc(Cl)cc1[N+](=O)[O-]	.	.	-4%	-2%
CCOC(=O)CC(=O)Nc1ccccc1C(=O)O	-5	-23	-4%	-2%
CCOc1cccc(/C(O)=C2/C(=O)C(=O)N(CCOC)C2c2ccncc2)c1 (stereo unspecified)	-10	-27	-7%	-15%
COc1ccc(/C=N/Nc2nonc2N)cc1OC	-2	-10	.	0%
O=C(Nc1ccc2c(c1)nc1n2CCN(Cc2ccccc2)C1)c1cccs1	-2	52	10%	-5%
O=C(Nc1ccccc1)c1ccc(NC2CCCCC2)c(S(=O)(=O)N2CCOCC2)c1	3	-13	1%	2%
CCOC(=O)c1cnc2ccc(OCC)cc2c1NCc1ccccc1OC	.	?	.	1%
CC(=O)c1cccc(NC(=O)C(OC(=O)/C=C/c2ccc3c(c2)OCO3)c2ccccc2)c1 (stereo unspecified)	5	?	-10%	-8%
COc1ccc(Oc2ncnc3c2ncn3Cc2ccccc2)cc1	7	25	3%	0%
CCc1nnc(NC(=O)C2Cc3ccccc3CN2S(=O)(=O)c2c(C)c(C)cc(C)c2C)s1 (stereo unspecified)	-4	9	1%	1%
Cc1cccc(NC(=O)Nc2ccc(C)c(C)c2)n1	5&2	5	-4%	4%
CN(CCc1ccccn1)C(=O)Nc1ccc(Cl)cc1	5	?	7%	-7%
O=C(CSc1nccn1Cc1ccccc1)NCc1ccccc1	3	?	0%	1%
CCOC(=O)N1CCN(C(=O)C2CCN(S(=O)(=O)N3CCCC3)CC2)CC1	9	10	.	-2%
C=CCNCCOCCSc1ccc(Cl)cc1	.	-3	.	1%
Cc1ccc(S(=O)(=O)N2CCC(C(=O)NCCc3ccc(S(N)(=O)=O)cc3)CC2)cc1	-5	-27	6%	-1%
CN(C)S(=O)(=O)n1cnc2ccccc21	-2	10	0%	-1%
COc1ccc2c(c1)c(=O)oc1cc(OCC(=O)N3CCc4ccccc4C3)ccc12	-6	8	-6%	-2%
O=c1[nH]c(=O)n(C2CC(O)C(CO)O2)cc1F (stereo unspecified)	.	.	-7%	2%
CCOC(=O)c1ccc(N2C(=O)CC(N3CCN(C/C=C/c4ccccc4)CC3)C2=O)cc1 (stereo unspecified)	2	48	46%	-3%
O=C(NCc1cccs1)Nc1cccs1	0	-27	?	-18%
CCc1c(C)nc(N)nc1OCC(F)(F)C(F)F	-3	19	7%	-8%
C=CCOc1ccc(CNn2cn[nH]c2=S)cc1OC	-2[1.84 µM]	38	6%[11.4 µM]	0%
O=C(OCc1nnc(-c2ccc(Cl)cc2)o1)c1ccncc1	-9	28	-10%	-23%
CCOCCCNC(=O)C(NC(=O)c1ccc(NC(C)=O)cc1)c1ccc(Cl)cc1 (stereo unspecified)	-10	6	.	-3%
COc1ccc(NC(=O)c2c3c(nc4ccccc24)CCC3)cc1S(=O)(=O)N1CCOCC1	.	0	.	-2%
COC(=O)C(C)Sc1nnc(SC(C)C(=O)OC)s1 (stereo unspecified)	-11	8	4%	7%
CC(=O)c1ccc(OC(C)C)c(CSc2nc(O)cc(=O)[nH]2)c1	8	13	0%	-25%

Part of the list above in order of formula weight, descending.
SMILES	IMPase cell inh	PNC inhibitor	ALOX15B inhib	ALOX12 inhib
Cc1ccc(S(=O)(=O)N2CCC(C(=O)NCCc3ccc(S(N)(=O)=O)cc3)CC2)cc1	-5	-27	6%	-1%
CCOC(=O)c1ccc(N2C(=O)CC(N3CCN(C/C=C/c4ccccc4)CC3)C2=O)cc1 (stereo unspecified)	2	48	46%	-3%
CCOCCCNC(=O)C(NC(=O)c1ccc(NC(C)=O)cc1)c1ccc(Cl)cc1 (stereo unspecified)	-10	6	.	-3%
CCOC(=O)N1CCN(C(=O)C2CCN(S(=O)(=O)N3CCCC3)CC2)CC1	9	10	.	-2%
COC(=O)C(C)Sc1nnc(SC(C)C(=O)OC)s1 (stereo unspecified)	-11	8	4%	7%
C=CCNCCOCCSc1ccc(Cl)cc1	.	-3	.	1%
O=C(NCc1cccs1)Nc1cccs1	0	-27	?	-18%

Other structures follow:
SMILES	IMPase cell inh	PNC inhibitor	ALOX15B inhib	ALOX12 inhib
O=C(O)c1cc(S(=O)(=O)O)ccc1O	-8[1.84 µM]	47	-15%[11.4 µM]	-2%
Cc1ccc(NC(=O)CCn2nc([N+](=O)[O-])cc2C)nc1	.	179	.	-1%
Cc1ccccc1-c1ccc(Nc2ccc(N3CCOCC3)cc2)nn1	11	43	-12%	-24%
CCOC(=O)c1cc2sccc2n1CC(=O)N1c2ccccc2CC1C (stereo unspecified)	12	3	13%	0%
COc1cc(/C=C2\SC(c3ccc(C)cc3)=NC2=O)cc(OC)c1OC	4	12	?	0%
Cn1c(=O)oc2cc(S(=O)(=O)NC3CCN(Cc4ccccc4)CC3)ccc21	-8	57	.	14%
O=S(=O)(c1ccc(Cl)nc1)N1CCCc2ccccc21	9	?	.	1%
Cc1ccc(N2CS(=O)(=O)/C(=C/N(C)C)C2=O)cc1	4	-2	-2%	-1%
CCC(C)(C(=O)NC1CCCC1)N(Cc1cccs1)C(C)=O (stereo unspecified)	10	-100*	.	-1%
CCOc1cc(S(=O)(=O)n2nc(C)cc2C)ccc1F	11	1	5%	-1%
O=C(/C=N/O)NCCCN1CCOCC1	8	?	.	-3%
COc1ccccc1N=Cc1c(O)c2ccccc2oc1=O	-6	15	.	0%
O=C(Nc1ccc(C(=O)N2CCCCC2)cc1)C1CCCCC1	6	56	-6%	-6%
N#CC1=C(N)OC(c2ccccc2)=C(C#N)C1c1ccc2c(c1)OCO2 (stereo unspecified)	-7	1	-15%	-25%
C[C@@]12C(=O)OC(=O)[C@@]1(C)[C@@H]1CC[C@@H]2O1	5	.	-1%	-8%
COc1ccc(N=CC2=C(O)CC(C)(C)CC2=O)cc1	14	-23	-4%	0%
COc1ccc(N(C)S(=O)(=O)c2cccc3cccnc23)c(OC)c1	-3	7	1%	-4%
O=C(c1ccc(F)cc1)C1CCN(C(=O)NC2CCCCC2)CC1	7	6	6%	-10%
Cc1ccnc(SCCn2c(N3CCN(C)CC3)nc3c2c(=O)[nH]c(=O)n3C)n1	-3	-10	-2%	-2%
CC1CCN(S(=O)(=O)c2cccc(-c3cn4cc(Cl)ccc4n3)c2)CC1	4	16	1%	3%
CCOC(=O)c1nnn(-c2nonc2N)c1-c1ccc(OC)cc1	4	-22	-1%	-4%
COc1ccc(C(=O)Nc2ccc(S(=O)(=O)N3CCCCC3)cc2)cc1	6	69	-22%	4%
Cn1c(Cc2cccs2)nnc1SC/C=C/c1ccccc1	7	-100*	.	33%
CN1CCN(S(=O)(=O)c2ccc3[nH]cc(C(=O)O)c(=O)c3c2)CC1	0	1	-3%	-1%
O=C(CSC1CCCCC1)Nc1ccccc1Br	.	?	.	0%
COc1ccc(-c2n[nH]c(=S)n2-c2ccc3c(c2)OCCO3)cc1	.	-11	.	-5%
O=C(COC(=O)C12CC3CC(CC(C3)C1)C2)NC12CC3CC(CC(C3)C1)C2	8	17	4%	4%
Cc1cccc(Sc2c(C=O)c3ccccc3n2C)c1	-3	53	.	-4%
Cc1cccc(NC(=S)NC(=O)c2ccco2)n1	.	168	.	-3%
COC(=O)COc1ccc(S(=O)(=O)NCCC2=CCCCC2)cc1Cl	-4	39	0%	-5%
FC(F)(F)c1cnc(NNC(=S)Nc2ccccc2Cl)c(Cl)c1	4	1	.	-7%
CC(=O)Nc1cc(C(=O)O)ccc1S(=O)(=O)c1ccc(Cl)cc1	-19	53	-7%	4%
COc1ccc(NC(=S)NCCc2c[nH]c3ccccc23)cc1	.	42	.	-15%
COc1cccc(NC(=O)Cc2nnc(SCC(=O)c3ccccc3)n2C)c1	4	230	.	-9%
Cc1ccc(C(=O)Oc2cccc(NC(=O)c3ccccc3)c2)cc1C	.	-13	.	0%
CCC(=O)Nc1ccc(-c2csc(NNC(C)=O)n2)cc1	.	?	.	0%
O=C(Nc1ccccc1Oc1ccccc1)c1cc([N+](=O)[O-])ccc1Cl	5	1	.	-5%
Cc1ccc(N2CC(C(=O)Nc3cccc(F)c3)CC2=O)cc1 (stereo unspecified)	0	-10	1%	-4%
CC(C)C(=O)N1N=C(c2ccc(NS(C)(=O)=O)cc2)CC1c1cccs1 (stereo unspecified)	.	39	.	-3%
COc1ccccc1CNC(=O)CCNC(=O)Cn1ccc2ccccc2c1=O	-7	?	-1%	2%
NCc1cccc(-n2cccn2)c1	2	32	16%	-5%
CC(C)C(NS(=O)(=O)c1cccs1)C(=O)Nc1nc(C(C)(C)C)cs1 (stereo unspecified)	1	35	14%	0%
O=C(Nc1cccc(F)c1)N1CCCC2(CCN(C(=O)c3cccc(F)c3)CC2)C1	.	.	-6%	6%
CCN(CC)C(=O)CC(c1ccc(F)cc1)c1ccc(OC)cc1 (stereo unspecified)	6	15	.	-1%
COc1ccccc1NS(=O)(=O)c1cccc(N2CC(O)=C(c3ccccc3)C2=N)c1	.	-22	.	-2%
O=C(COc1ccc(Br)cc1)N/N=C1\SCC(=O)N1c1ccc(F)cc1	0	15	.	3%
Cc1cccc(CCNC(=O)C2CCN(S(=O)(=O)c3cccc4nsnc34)CC2)c1	2	-5	-4%	3%
Cc1nn(-c2ccccc2)c(N2CCCC2)c1/C=N/Nc1ccc(S(N)(=O)=O)cc1[N+](=O)[O-]	.	20	.	3%
Cc1c(C(=O)COC(C)(C)C)[nH]c2ccccc12	12	?	0%	2%
c1cc(-c2cccs2)nc(-c2cccs2)c1	.	?	.	-4%
COC(=O)c1ccc(N=NNc2cccc(Br)c2)cc1	.	93	.	4%
CCOC(=O)N1CCN(S(=O)(=O)c2ccc(F)cc2)CC1	6	-6	11%	-4%
CCCCN(C)C(=O)C1CCC(=O)N(c2cc(OC)c(OC)c(OC)c2)C1c1ccc(OC)cc1 (stereo unspecified)	-5	-100*	.	3%
COc1cccc(OCC(=O)Nc2ccccc2NC(C)=O)c1	6	-6	4%	4%
